All columns: NCI-60 one-dose screen, growth in % after 48 h at 10 µM unless noted; 100 = growth as untreated, 0 = no growth, -100 = all killed.
HL-60(TB) – HL-60(TB) leukemia cells; 78,000 tested, 9% active; AID 1794776; active means growth percent below 10
Starred values were filed as active, the others as inactive; & = joins results of further samples.

`CC(C)(O)CN(C(=O)C(c1ccccc1)c1ccccc1)C1CCCCC1` gave HL-60(TB) 100.
For Cc1ccc(-c2c(Br)c(OC(=O)CO[C@@H]3C[C@H](C)CC[C@H]3C(C)C)c(-c3ccc(C)cc3C)c(Br)c2OC(=O)CO[C@H]2C[C@@H](C)CC[C@@H]2C(C)C)c(C)c1 the results were HL-60(TB) 101.
`CCCCC(=O)C1CCCC1` gave HL-60(TB) 103.
`Cn1c(=O)c2[nH]c(SCC(=O)Nc3ccc(C(=O)/C=C/c4ccc(Br)cc4)cc3)nc2n(C)c1=O` gave HL-60(TB) 108.
Screening FC(F)(F)Oc1ccc2c(c1)C[C@H]1C[C@@H](c3ccoc3)N2O1 returned HL-60(TB) 104.
Cc1cc(C(=O)CC(=O)C(F)(F)F)c(C)o1 was read as HL-60(TB) 93.
Screening N/C(=N\C(N)=N\c1nc2ccccc2s1)c1ccc2ccccc2c1 returned HL-60(TB) 100.
Screening CCSc1oc(-c2ccccc2)nc1S(=O)(=O)c1ccc(F)cc1 returned HL-60(TB) 85.
`COc1cc(/C=C2\S/C(=N/Nc3nc(-c4ccc(Br)cc4)cs3)NC2=O)cc(OC)c1OC` gave HL-60(TB) 90.
CCn1c(SC/C(=N/O)c2ccc(C)cc2)nnc1-c1ccncc1 was read as HL-60(TB) 111.
CCN1C(=O)/C(=c2\sc3n(c2=O)NC2C(N=3)N(CC)C(=S)N2CC)c2ccccc21 (stereo not drawn) was read as HL-60(TB) 93.
`CC1CCOC(c2ccccc2)O1` (stereo not drawn) gave HL-60(TB) 77.
Screening C=C1C(=O)O[C@H]2[C@H]1CC/C(Cn1cc(-c3cc(C(F)(F)F)cc(C(F)(F)F)c3)nn1)=C\CC[C@@]1(C)O[C@@H]21 returned HL-60(TB) -49*.
Cc1ccc(C(=O)N2C/C(=C/c3ccccc3)C(=O)/C(=C/c3ccccc3)C2)cc1 was read as HL-60(TB) 74.
`Cn1c(-c2ccc3c(c2)OCO3)cc(=O)c2cc3c(cc21)OCO3` gave HL-60(TB) 101.
Screening CCCCC/C(=C\c1ccccc1)C1OCC(COCC)O1 (stereo not drawn) returned HL-60(TB) 85.
`O=C(Oc1ccc(Cl)cc1[N+](=O)[O-])Oc1ccc(Cl)cc1[N+](=O)[O-]` gave HL-60(TB) 96.
`c1ccc(Nc2nc(-c3ccc(-c4ccccc4)cc3)c[se]2)cc1` gave HL-60(TB) 100.
For CC(=O)OC[C@]12CC[C@@H](/C(C)=N/O)[C@@H]1[C@H]1CC[C@@H]3[C@@]4(C)CCCNC(C)(C)[C@@H]4CC[C@@]3(C)[C@]1(C)CC2 the results were HL-60(TB) 38.
`CCN(CC)c1ccc(N=Cc2ccc(N(C)C)cc2)cc1` gave HL-60(TB) 104.
`Cn1c(=O)c2[nH]c(COc3ccc(C(C)(C)C)cc3)nc2n(C)c1=O` gave HL-60(TB) 54.
`CCOC(=O)c1c(C)nn(CC(O)c2ccccc2)c1NC(=O)Nc1cccc(F)c1` (stereo not drawn) gave HL-60(TB) 107.
COc1nc2c(c(=O)[nH]1)NC1=C(C(=O)c3ccccc31)C1(C=C(O)c3ccccc31)N2 (stereo not drawn) was read as HL-60(TB) 81.
`CCC(=O)c1cc([N+](=O)[O-])c(Br)s1` gave HL-60(TB) 34.
`O=C(O)C(C(=O)Nc1ccccc1)c1ccccc1` (stereo not drawn) gave HL-60(TB) 104.
Screening COC1OC(C(O)CO)C(O)C(O)C1O (stereo not drawn) returned HL-60(TB) 105&114.
Screening CN1CCN(c2ccc(NC(=O)CN(c3ccc(F)cc3)S(=O)(=O)c3ccc(Cl)cc3)cc2)CC1 returned HL-60(TB) 86.
CCOC(=O)CC1CCCCC1 was read as HL-60(TB) 78.
O=C(Cc1ccccc1)NNC(=O)Cc1ccccc1 was read as HL-60(TB) 92.
Nc1[nH]c(=O)n(Cc2ccccc2)c(=O)c1Cc1ccccc1 was read as HL-60(TB) 101.
`CC(C)CCC[C@@H](C)[C@H]1CC[C@H]2[C@@H]3CC=C4c5sc(Nc6ccccc6Cl)nc5CC[C@]4(C)[C@H]3CC[C@]12C` gave HL-60(TB) 99.
NNCCC(=O)O was read as HL-60(TB) 94.
Screening NC(=S)N1N=C(c2ccccc2)CC1c1cn(-c2ccccc2)nc1-c1ccc(OCc2ccccc2)cc1 (stereo not drawn) returned HL-60(TB) 114.
COc1ccc(/C=C2\SC(=NCc3ccco3)NC2=O)cc1 was read as HL-60(TB) 62.
Screening c1c2c(cc3c1OCO3)Cc1cc3c(cc1Cc1cc4c(cc1C2)OCO4)OCO3 returned HL-60(TB) 116.
NS(=O)(=O)c1ccc(NC(=O)CSc2nc3nc(-c4cccs4)cc(-c4cccs4)c3c(=O)[nH]2)cc1 was read as HL-60(TB) 104.

Looked up by structure from the entries so far (three):
Screening CN1CCN(c2ccc(NC(=O)CN(c3ccc(F)cc3)S(=O)(=O)c3ccc(Cl)cc3)cc2)CC1 returned HL-60(TB) 86.
`CC(C)CCC[C@@H](C)[C@H]1CC[C@H]2[C@@H]3CC=C4c5sc(Nc6ccccc6Cl)nc5CC[C@]4(C)[C@H]3CC[C@]12C` gave HL-60(TB) 99.
NS(=O)(=O)c1ccc(NC(=O)CSc2nc3nc(-c4cccs4)cc(-c4cccs4)c3c(=O)[nH]2)cc1 was read as HL-60(TB) 104.

(further entries)
For COc1ccc(Oc2nc(Cl)ncc2NC(=S)NC(=O)c2ccccc2)cc1 the results were HL-60(TB) 79.
Screening COc1ccc(C2CC(c3cc4ccccc4oc3=O)=NN2c2ccc(S(N)(=O)=O)cc2)cc1OC (stereo not drawn) returned HL-60(TB) 82.
CCNC(C)Cc1ccccc1 (stereo not drawn) was read as HL-60(TB) 101.
For COCCn1c(C)nc2ccccc2c1=O the results were HL-60(TB) 48.
For Nc1ncc(-c2ccc3ncnc(N4CCc5cc(F)c(Cl)cc54)c3c2)cc1CO the results were HL-60(TB) -23*.
`CCOC(=O)c1cc(=O)[nH]c(=S)[nH]1` gave HL-60(TB) 81.
Fc1ccc(-n2cc(CSc3nnc(Cn4c(C(F)(F)F)nc5ccccc54)o3)nn2)cc1 was read as HL-60(TB) 101.
`N#Cc1c(Cl)nsc1-c1ccc([N+](=O)[O-])cc1` gave HL-60(TB) 96.
CCCCC(=O)c1ccc(OC)cc1 was read as HL-60(TB) 93.
Screening CCOC(=O)c1c(C)nc2ccccc2c1/C=C/c1cccs1 returned HL-60(TB) 87.
`CCOC(=O)/C=C(/C)Nc1ccc(Cl)cc1` gave HL-60(TB) 93.
`CC1CCCCN1CCCOc1cc([N+](=O)[O-])ccc1C#N` (stereo not drawn) gave HL-60(TB) 96.
CCCCOC(=O)C(C)OC(=O)c1cccc(C(=O)OC(C)C(=O)OCCCC)c1 (stereo not drawn) was read as HL-60(TB) 95.
`COc1nc(OC)nc(-c2cnc3cc(O)c(OC)cc3c2)n1` gave HL-60(TB) 84.
Screening CCOC(=O)c1c2c(c(-c3ccc(OC)cc3)n1Cc1ccccc1)CCCc1cnoc1-2 returned HL-60(TB) 93.
`O=Nc1c(-c2c(O)[nH]c3ncccc23)[nH]c2ccccc12` gave HL-60(TB) 125.
O=C1OC(c2ccc(O)cc2)(c2ccccc2O)c2ccccc21 (stereo not drawn) was read as HL-60(TB) 82.
Cc1ccc(-n2cc(-c3ccccc3)c3c(SCC(=O)N/N=C/c4ccc(N(C)C)cc4)ncnc32)cc1 was read as HL-60(TB) 95.
`c1ccc(N2c3nc4ccccc4cc3Sc3cc4ccccc4nc32)nc1` gave HL-60(TB) 97.
Cc1ccc(S(=O)(=O)Oc2ccccc2Cl)cc1 was read as HL-60(TB) 91.
Screening O=C(Cc1nc(-c2ccc(Cl)cc2)no1)c1ccccc1 returned HL-60(TB) 100.
For COc1cc2nc(SCc3ccccc3)n(-c3ccc(Cl)cc3)c(=O)c2cc1OC the results were HL-60(TB) 35.
`O=C1CCN2C=CC=CC2=N1` gave HL-60(TB) 97.
For O=C1/C(=C/c2ccco2)SC(=S)N1CC(=S)C1C=CS(=O)(=O)C1 (stereo not drawn) the results were HL-60(TB) 81.
For CC(=O)O[C@H]1CC[C@]2(C)C34OC3C[C@]3(C)[C@@H](C(C)=O)CC[C@H]3[C@]43C=C[C@@]2(C1)C1C(=O)OC(=O)C13 (stereo partly drawn) the results were HL-60(TB) 105.
`O=C1/C(=C\c2ccco2)SC(=S)N1CCc1ccc(O)cc1` gave HL-60(TB) 76.
C=CCSc1nc2ncnc(N)c2[nH]1 was read as HL-60(TB) 95.
For COc1ccc2[nH]c(=O)c(O)c(-c3ccccc3)c2c1 the results were HL-60(TB) 73.
Screening CCCCCCCCC(CC)(CC)C(=O)O returned HL-60(TB) 99.
For Cc1ccc(N)c(O)c1 the results were HL-60(TB) 128.
O=c1[nH]c(=O)c2[nH]c(=O)n(-c3ccccc3)c2[nH]1 was read as HL-60(TB) 105.
For Cc1cc(=S)nc(N)[nH]1 the results were HL-60(TB) 87.
Screening Cc1cccc(Cl)c1NC(=O)C(C)C returned HL-60(TB) 93.
For Oc1ccc(CSc2nnc(-c3ccc(Br)cc3)o2)c2cccnc12 the results were HL-60(TB) 23.
Screening COc1ccc(-c2c(C#N)c(-c3cccs3)nc3c2c(-c2ccccc2)nn3-c2ccccc2)cc1 returned HL-60(TB) 119.
For COc1cc(-c2ncn(/C=C\C(=O)OC(C)C)n2)cc(C(F)(F)F)c1 the results were HL-60(TB) 7.5*.

6 entries from above, arranged by molecular weight, lowest first.
For Cc1ccc(N)c(O)c1 the results were HL-60(TB) 128.
For Cc1cc(=S)nc(N)[nH]1 the results were HL-60(TB) 87.
C=CCSc1nc2ncnc(N)c2[nH]1 was read as HL-60(TB) 95.
For COc1cc(-c2ncn(/C=C\C(=O)OC(C)C)n2)cc(C(F)(F)F)c1 the results were HL-60(TB) 7.5*.
For Oc1ccc(CSc2nnc(-c3ccc(Br)cc3)o2)c2cccnc12 the results were HL-60(TB) 23.
For CC(=O)O[C@H]1CC[C@]2(C)C34OC3C[C@]3(C)[C@@H](C(C)=O)CC[C@H]3[C@]43C=C[C@@]2(C1)C1C(=O)OC(=O)C13 (stereo partly drawn) the results were HL-60(TB) 105.

(continued)
`N#CCNC(=O)Cc1ccccc1` gave HL-60(TB) 93.
Screening Cc1cc(C)c(-c2c(Br)c(OC(=O)CO[C@@H]3C[C@H](C)CC[C@H]3C(C)C)c(-c3c(C)cc(C)c(Br)c3C)c(Br)c2OC(=O)CO[C@@H]2C[C@H](C)CC[C@H]2C(C)C)c(C)c1Br returned HL-60(TB) 112.
Screening Nc1cccc2[nH]c(=O)c3ccccc3c12 returned HL-60(TB) 121.
`CNC1=C([N+](=O)[O-])C(c2cc(OC)c(OC)c(OC)c2)C(C#N)=C(c2ccc[nH]2)O1` (stereo not drawn) gave HL-60(TB) 82.
O=C1/C(=C/c2cccs2)SC(=S)N1CC(=S)C1C=CS(=O)(=O)C1 (stereo not drawn) was read as HL-60(TB) 86.
CC(=O)Nc1ccc(S(=O)(=O)Oc2nccnc2N)cc1 was read as HL-60(TB) 103.
For O=C1Nc2ccc(Cl)cc2/C1=N/N=C/c1ccc2c(c1)OCCO2 the results were HL-60(TB) 99.
Screening COc1cc(/C=C/C(=O)NO)ccc1OCCOc1ccc2c(C)cc(=O)oc2c1 returned HL-60(TB) 102.
COC(=O)Nc1cccc2ccccc12 was read as HL-60(TB) 99.
For Nc1nc2ccc(OC(F)(F)F)cc2o1 the results were HL-60(TB) 69.
S=C(SSC(=S)N(c1ccccc1)c1ccccc1)N(c1ccccc1)c1ccccc1 was read as HL-60(TB) 85.
Screening COc1cc2ncnc(Nc3cc(C)[nH]n3)c2cc1OC returned HL-60(TB) 106.
COc1ccc(C2c3sc4ccc(C)cc4c3Oc3nc(N)nc(N)c32)cc1 (stereo not drawn) was read as HL-60(TB) 85.
`CN1C(=O)c2cc(Cl)nc3c(NC(=O)c4cccc(Cl)c4)c(Cl)c(NC(=O)c4cccc(Cl)c4)c1c23` gave HL-60(TB) -31*.
For Cc1ccc(Cn2c(O)c(N=NC(=O)c3ccc(S(N)(=O)=O)cc3)c3ccccc32)cc1 the results were HL-60(TB) 99.
N=C(N)N=Nc1ccc(NN=C(N)N)c2ccccc12 was read as HL-60(TB) 113.
For N#Cc1ccc(NC(=O)CSc2ccc(-c3ccc(Br)cc3)nn2)cc1 the results were HL-60(TB) 83.
Screening CCC(ON=C(C)C)C(=O)O (stereo not drawn) returned HL-60(TB) 53.
Screening Cc1ccc(-n2cc3c(-c4cc5c(ccc6ccccc65)oc4=O)n[nH]c(=O)c3n2)cc1 returned HL-60(TB) 83.
O=C(O)c1cccc2c1C(=O)c1cc([N+](=O)[O-])cc([N+](=O)[O-])c1-2 was read as HL-60(TB) 81.
`Cc1ccc(-c2csc(NN=C(c3ccccc3)c3ccccc3)n2)cc1` gave HL-60(TB) 50.
For CCC(=O)O[C@H]1CC[C@H]2[C@@H]3CC[C@H]4CC(=O)C=C[C@]4(C)[C@H]3CC[C@]12C the results were HL-60(TB) 106.
Screening Cc1ccc(O)cc1C returned HL-60(TB) 100.
For COc1ncc(-c2ccc3ncnc(Nc4cccc(Cl)c4)c3c2)cc1NS(=O)(=O)C1CC1 the results were HL-60(TB) 37.

The final 2 compounds of the section before open the next one:
Screening Cc1ccc(O)cc1C returned HL-60(TB) 100.
For COc1ncc(-c2ccc3ncnc(Nc4cccc(Cl)c4)c3c2)cc1NS(=O)(=O)C1CC1 the results were HL-60(TB) 37.
For NC1(c2cn(-c3cccc(Cl)c3)nn2)CCCCC1 the results were HL-60(TB) 98.
For O=C(Nc1ccc(Cl)cc1)c1ccccc1CC(O)(c1ccccc1)c1ccccc1 the results were HL-60(TB) 78.
Cn1c(O)c(C(/C=C/c2ccccc2)=Nc2ccccc2N)c(=O)n(C)c1=O was read as HL-60(TB) -39*.
For CCOC(=O)C1=CC=C(c2cc3cc(Br)ccc3oc2=O)NC1C (stereo not drawn) the results were HL-60(TB) 95.
`COCOc1cc2oc(C(=O)N[C@@H](Cc3ccccc3)C(=O)C(=O)NCCc3ccc(OC)cc3)c(C)c(=O)c2cc1OCOC` gave HL-60(TB) 108.
Cc1cc(=O)[nH]c(SCc2ccccc2Cl)n1 was read as HL-60(TB) 97.
CC(O)COC(C)c1ccccc1 (stereo not drawn) was read as HL-60(TB) 92.
Screening O=c1[nH]c(N2CCc3ccccc3C2)nc2sc3c(c12)CCCC3 returned HL-60(TB) 99.

Not all compounds are listed; the hit share may differ from the screen's.
